# LMPTP block: LMPTP (human) inhibition; P24666; 360,000 tested, 0.22% active; AID 651560; inhibition, % at 20 µM; recombinant LMPTP-A, OMFP fluorogenic substrate, fluorescence intensity;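 active = compounds that cut the enzyme signal by at least half of the control window in the single-dose screen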;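 also: plate controls were DMSO wells with enzyme plus substrate for no effect and substrate without enzyme for full effect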
#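 Assay system: LMPTP-A phosphatase enzyme | Input: 0.625 nM enzyme | Also added: Fluorogenic phosphatase substrate OMFP at 400 µM final | Compound dosing: One test concentration per compound, 20 µM, with 3% DMSO overall | Schedule: 50 min enzyme reaction at room temperature, protected from light | Signal: Fluorescence intensity | Benchmarks: no-enzyme and uninhibited controls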
# NadD inh: NadD (S. aureus) enzyme inhibition. inhibition, % at 20 µM. purified NadD enzyme, colorimetric absorbance read-out. 360,000 tested, 0.78% active; in the data active = inhibition above about 26%; also: some compounds past the cut are filed as inactive
# SUMO1 PPI mod: alters human SUMO1 binding to SIM partners; P63165; SUMO1 binding to a labelled peptide, TR-FRET, 1 h; inhibition, % at 20 µM; 360,000 tested, 0.33% active; AID 602429; in the data active = inhibition above about 37%
# Neddyl block: blocks human cullin neddylation; P61081+Q13564; TR-FRET cullin neddylation, biochemical; calls only at 25 µM; 360,000 tested, 0.58% active; AID 651699; in the data active = inhibition above about 36%
# Scp1 inh: Scp-1 (human) phosphatase inhibition; 340,000 tested, 0.88% active; AID 493091; inhibition, % at 20 µM; Q9GZU7; Recombinant Scp1, phosphopeptide, malachite green phosphate absorbance;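 active = inhibition above about 50% at 20 µM, limit read from the data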;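 also: plate controls were DMSO wells with enzyme for no effect and wells lacking enzyme for full effect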
#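 Material – SCP-1 phosphatase catalytic domain, residues 76-261 · Buffer or medium – Acidic Tris acetate buffer with magnesium and detergent · Also added – Phospho 17-mer peptide substrate · Compound – single 20 µM dose, 1% DMSO · Times – 45 min room-temperature reaction, 5 min colour, 30 min stabiliser · Technique – Phosphate-binding colour reagent, absorbance read at 630 nm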
# Tb MetRS inh: blocks T. brucei methionyl-tRNA synthetase activity | AID 624268 | inhibition, % at 11.9 µM | purified T. brucei MetRS, ATP depletion, Kinase-Glo luminescence | 360,000 tested, 0.4% active;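 active = inhibition above a per-plate cutoff of the control wells' mean inhibition plus 3 SD, cut at about 5.5% in these data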;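 also: 0% = DMSO wells median and 100% = median of wells with control inhibitor compound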
#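 Material – parasite MetRS enzyme · Medium – HEPES-MgCl2-KCl buffer plus DTT, spermine, BSA, pyrophosphatase · Reagent – ATP, methionine and E. coli bulk tRNA substrates · Times – 15 min enzyme-compound preincubation, 2 h reaction, 10 min detection, 25 °C · Measured by – luminescence of leftover ATP · Evaluation – percent inhibition relative to median high and low control wells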
# STEP inh: STEP (human) phosphatase inhibition | P54829 | recombinant STEP, OMFP fluorogenic substrate, fluorescence | inhibition, % at 20 µM | 360,000 tested, 0.25% active | AID 588621;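 active = inhibition at 20 µM, scaled per plate between control wells, above about 37%, limit read from the data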;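 also: 0% = DMSO with enzyme and substrate and 100% = substrate only without enzyme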
#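 Material: STEP (striatal-enriched tyrosine phosphatase) enzyme, cell-free; Compound dosing: 20 µM single dose in 1% DMSO; Technique: fluorescence read at 480 nm ex / 540 nm em; Times: reaction 20 min, ambient temperature; Medium: 50 mM Bis-Tris pH 6.0 with 2.5 mM DTT and 0.005% Tween 20; Also added: OMFP at 25 µM.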
# CendR NRP1 mod: NRP-1/CendR interaction modulation; O14786; inhibition, % at 25 µM; FAM-RPARPAR peptide binding to NRP-1, fluorescence polarization; 360,000 tested, 0.85% active;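 active = inhibition or corrected inhibition above about 18%, plus a signal ratio from 0.5 to 1.5, limit read from the data, passing the limit was not always enough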; also: strong numbers were not always called active
# SKN-1 block: C. elegans SKN-1 inhibition; C. elegans VP596 Pgst-4::GFP/RFP ratio, acrylamide-induced, 24 h; inhibition, % at 21.8 µM; 360,000 tested, 0.49% active;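 active = interference check ratio from 0.5 to 1.5 plus GFP to RFP signal ratio inhibition reaching or exceeding a fixed threshold, cut at about 30% in these data, passing the limit was not always enough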; also: some compounds called inactive have numbers as strong as hits
# DNMT1 block: inhibitors of human DNMT1; 360,000 tested, 0.83% active; AID 588458; DNMT1 molecular beacon, Hinp1I cleavage, fluorescence; P26358; inhibition (reported as % activation of signal), % at 10 µM; in the data active = inhibition above about 50%
# Target sequence (P26358 504-1616 limits assumed): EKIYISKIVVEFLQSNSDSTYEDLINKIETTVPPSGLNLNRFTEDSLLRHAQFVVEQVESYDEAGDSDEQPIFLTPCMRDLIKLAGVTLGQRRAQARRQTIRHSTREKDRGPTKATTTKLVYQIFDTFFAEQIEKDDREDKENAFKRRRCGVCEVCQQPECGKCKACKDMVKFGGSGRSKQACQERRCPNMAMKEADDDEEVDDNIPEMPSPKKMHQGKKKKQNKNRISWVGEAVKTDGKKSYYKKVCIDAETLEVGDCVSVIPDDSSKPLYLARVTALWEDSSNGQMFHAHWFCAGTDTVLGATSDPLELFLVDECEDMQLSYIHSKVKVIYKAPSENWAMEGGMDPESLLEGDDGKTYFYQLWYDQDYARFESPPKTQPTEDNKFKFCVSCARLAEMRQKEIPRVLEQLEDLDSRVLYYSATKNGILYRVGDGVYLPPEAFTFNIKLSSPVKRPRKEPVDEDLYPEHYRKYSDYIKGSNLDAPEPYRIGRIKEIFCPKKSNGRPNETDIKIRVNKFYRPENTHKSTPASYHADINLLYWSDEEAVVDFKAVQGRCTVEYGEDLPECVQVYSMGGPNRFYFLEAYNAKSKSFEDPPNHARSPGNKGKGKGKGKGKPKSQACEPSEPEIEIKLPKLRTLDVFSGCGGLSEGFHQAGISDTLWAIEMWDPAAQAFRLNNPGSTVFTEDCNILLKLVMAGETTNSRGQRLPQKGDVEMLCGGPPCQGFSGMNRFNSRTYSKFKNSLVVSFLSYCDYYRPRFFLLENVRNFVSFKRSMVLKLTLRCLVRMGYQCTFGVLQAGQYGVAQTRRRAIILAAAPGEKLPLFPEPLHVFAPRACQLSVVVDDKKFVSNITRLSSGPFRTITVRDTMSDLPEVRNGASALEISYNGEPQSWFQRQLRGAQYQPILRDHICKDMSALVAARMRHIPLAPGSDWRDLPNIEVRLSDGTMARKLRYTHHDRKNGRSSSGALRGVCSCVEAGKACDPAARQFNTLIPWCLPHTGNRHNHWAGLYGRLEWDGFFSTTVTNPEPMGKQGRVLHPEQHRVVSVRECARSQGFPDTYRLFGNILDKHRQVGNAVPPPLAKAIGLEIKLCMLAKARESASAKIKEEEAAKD
# Active calls of the source: *; i = inactive; · = no result given.
LMPTP block	NadD inh	SUMO1 PPI mod	Neddyl block	Scp1 inh	Tb MetRS inh	STEP inh	CendR NRP1 mod	SKN-1 block	DNMT1 block	molecule
-0.1	-2	-2	i	-7	-1.4	4	2	-16	1	CN1CCN(C(=O)c2ccc(N(Cc3ccccc3Cl)S(C)(=O)=O)cc2)CC1
1.2	0	2	i	-5	-0.3	-1	10	4	-1	CS(=O)(=O)c1cnc(-c2cccnc2)nc1N
-1.1	-3	-2	i	-4	-0.8	-8	7	-12	-2	CC12CCC(C(=O)Nc3cccc(NC(=O)C45CCC(C)(C(=O)O4)C5(C)C)n3)(OC1=O)C2(C)C
0.5	-1	1	i	-4	-0.3	4	8	1	1	CC12CCC(=O)N1C(C(=O)OCC(=O)Nc1ccc(C(F)(F)F)cc1)CS2 (centres undefined)
1.1	0	1	i	-5	0.8	0	10	-4	3	O=C(NCc1cccnc1)c1ccc(COc2ccc(Cl)cc2)cc1
1.1	-5	-9	i	-22	-0.7	3	-1	8	0	N#Cc1c(-c2ccccc2)ccn(Cc2cccc(Cl)c2)c1=O
-0.9	-1	2	i	-8	0.8	0	2	14	2	O=C1OC(NCc2cccnc2)(c2ccc(Cl)cc2)c2ccccc21 (centres undefined)
-0.6	7	-2	i	-9	-0.1	1	1	-13	3	COc1ccc(C2CCCN2C(=O)Nc2ccc(F)cc2)cc1OC (centres undefined)
-3.4	-2	-1	i	0	-0.7	1	-3	-13	1	CN(C)c1ccc(CNC2CC(C)(C)NC(C)(C)C2)cc1
1.2	37*	-1	i	1	-0.6	0	-1	-10	34	O=C1Cc2c(-c3ccccc3)cc(-c3cccc(Cl)c3)nc2-c2ccccc2N1
69*	22	45*	i	91*	-0.8	80*	-39	3	16	COc1ccc(Cn2c(-c3ccco3)nc3c(c(=O)c4ccccc4n3C)c2=O)cc1
-2.7	0	-9	i	-2	-0.4	4	-11	14	5	Cc1ccc(NC(=O)C(C)[n+]2ccccc2)cc1[N+](=O)[O-] (centres undefined)
0.7	-7	-2	i	0	-0.1	-2	-7	3	-1	Cc1ccc2cccc(OCc3ccccc3)c2n1
-1.8	-4	-2	i	-2	-0.8	1	6	-18	3	CCCn1c(C)cc(/C=C(\C#N)C(=O)O)c1C
30	1	-6	i	58*	0.2	4	30*	14	59*	CC(=O)Oc1cc2cccc(OC(C)=O)c(=O)c2c(OC(C)=O)c1OC(C)=O
-1.6	-2	3	i	-8	-0.8	2	-4	-2	4	O=C(Cn1cc2c(n1)CCCC2)NCCCN1CCN(C2CCCCC2)CC1
-0.5	-1	-5	i	-3	-0.3	-2	11	4	-5	CCOC(=O)C1CCCN(C(=O)c2ccc(S(=O)(=O)N3CCCC3)cc2)C1 (centres undefined)
-0.6	8	-2	i	3	-0.3	-2	-9	-6	-2	CC1(C)Cc2c(sc(NC(=O)c3ccco3)c2C(=O)O)CO1
-5.0	-5	-7	·	-7	-0.6	-8	3	-11	1	CN(C)CCCNc1oc(-c2ccc(Cl)cc2)nc1C#N
1.3	6	-2	i	-1	0.2	-2	2	-9	-6	O=C1CC(c2ccccc2)Oc2cc(O)cc(O)c21 (centres undefined)
-1.3	1	-1	i	3	-0.2	-2	2	6	1	Cc1ccc(C2CC(=O)c3cnn(-c4nc(C)cc(C)n4)c3C2)cc1 (centres undefined)
-1.5	-8	-1	i	-3	-2.1	-5	10	-8	2	COc1ccc(NC(=O)c2ccccc2NC(=O)c2ccco2)c(OC)c1
-1.7	-1	2	i	-1	0.1	1	5	-7	0	O=C(O)C1CC=CCC1C(=O)NC12CC3CC(CC(C3)C1)C2 (centres undefined)
-0.7	6	-7	i	-8	-0.3	-1	8	5	1	O=C(NCc1ccco1)/C(=C/c1ccc(Cl)cc1)NC(=O)c1ccco1
0.2	-5	1	i	2	0.1	0	-7	6	-1	Cc1ccc(-n2ncc3c(NCc4ccco4)ncnc32)cc1C
-2.5	10	2	i	-4	0.0	1	-2	-4	-1	O=C(Cn1nc(C(=O)O)c2ccccc2c1=O)Nc1cc(S(=O)(=O)N2CCOCC2)ccc1Cl
23	0	1	i	1	0.4	0	-6	8	-2	CCOc1ccc(C(=O)NC(=S)Nc2ccc(NC(=O)c3ccco3)cc2)cc1[N+](=O)[O-]
-1.3	-4	-8	i	4	-0.3	-2	10	-5	2	O=C(Cc1ccccc1Cl)N/N=C/c1cccnc1
1.4	-2	-6	i	3	-1.4	-1	-12	12	-1	Cc1ccc(S(=O)(=O)CCNC(=O)Cc2ccc(Cl)cc2)cc1
-0.7	2	-14	i	-6	0.1	-3	5	10	2	CN1C(=O)c2cccc(N(C)C)c2C1=O

# By substructure, those above with an aryl methoxy group
LMPTP block	NadD inh	SUMO1 PPI mod	Neddyl block	Scp1 inh	Tb MetRS inh	STEP inh	CendR NRP1 mod	SKN-1 block	DNMT1 block	molecule
-0.6	7	-2	i	-9	-0.1	1	1	-13	3	COc1ccc(C2CCCN2C(=O)Nc2ccc(F)cc2)cc1OC (centres undefined)
69*	22	45*	i	91*	-0.8	80*	-39	3	16	COc1ccc(Cn2c(-c3ccco3)nc3c(c(=O)c4ccccc4n3C)c2=O)cc1
-1.5	-8	-1	i	-3	-2.1	-5	10	-8	2	COc1ccc(NC(=O)c2ccccc2NC(=O)c2ccco2)c(OC)c1

# Other structures
LMPTP block	NadD inh	SUMO1 PPI mod	Neddyl block	Scp1 inh	Tb MetRS inh	STEP inh	CendR NRP1 mod	SKN-1 block	DNMT1 block	molecule
0.5	-6	1	i	-3	-0.4	2	-6	10	-13	COc1cccc(-c2ccc(NC(=O)C3CCCN(CCCn4nc(C)cc4C)C3)cc2)c1 (centres undefined)
-1.3	0	-1	i	-1	0.0	-2	-27	15	1	O=C(O)CSc1ncnc2scc(-c3ccc(Br)cc3)c12
1.7	-6	1	i	-9	-0.2	-1	8	4	-3	COc1cc(S(=O)(=O)Nc2c(C)cc(C)cc2C)ccc1Cl
-3.2	3	-5	i	·	-0.3	-4	-1	43*	5	O=C(NCc1cccs1)c1csc([C@@H]2O[C@H](CO)[C@H](O)[C@H](O)[C@H]2O)n1
-1.0	-1	12	i	-1	-0.9	-1	-10	0	15	Cc1onc(-c2c(Cl)cccc2Cl)c1C(=O)N1CCN(c2ccccc2)CC1
1.0	-2	3	i	-8	-0.4	-1	9	3	-3	COC(=O)c1sccc1NC(=O)Nc1ccc(C(C)=O)cc1
-0.2	-2	3	i	-4	0.2	-2	-6	8	1	COc1ccc(CNC(=O)c2sccc2C)cc1
-1.2	-7	-3	i	8	-1.4	-3	-11	-17	11	Cc1ccccc1C(=O)NN(C)c1nc2ccccc2nc1C(F)(F)F
-2.1	3	5	i	8	-0.1	3	-17	5	7	Cc1noc(C)c1-c1ccc2ncnc(NC(C)c3ccco3)c2c1 (centres undefined)
-0.2	-6	0	i	-12	0.4	-2	-62	-7	0	Nc1ncnc2c1ncn2[C@H]1C[C@H](O)[C@@H](COP(=O)(O)O)O1
2.2	4	4	i	-5	1.0	8	-4	1	4	Cc1ccccc1OCc1nc2ccc(S(=O)(=O)N3CCOCC3)cc2[nH]1
-0.3	5	-2	i	-7	-0.1	1	18	-6	1	CCCCNC(=S)Nc1ccccc1F
-1.3	-4	2	i	-8	-0.6	-3	-3	9	2	Cn1sc(NC(=O)c2ccccc2)nc1=O
1.1	2	1	i	0	-0.8	0	0	2	-2	CCc1ccccc1NC(=O)CSc1nnc(Cn2nnc3ccccc32)n1C
0.4	-6	0	i	-9	0.5	2	-4	16	3	O=C(NCc1ccco1)Nc1ccc(Br)cc1Cl

# 2 records drawn at random from the list so far, as already listed:
LMPTP block	NadD inh	SUMO1 PPI mod	Neddyl block	Scp1 inh	Tb MetRS inh	STEP inh	CendR NRP1 mod	SKN-1 block	DNMT1 block	molecule
1.0	-2	3	i	-8	-0.4	-1	9	3	-3	COC(=O)c1sccc1NC(=O)Nc1ccc(C(C)=O)cc1
1.1	2	1	i	0	-0.8	0	0	2	-2	CCc1ccccc1NC(=O)CSc1nnc(Cn2nnc3ccccc32)n1C

# The listing continues.
LMPTP block	NadD inh	SUMO1 PPI mod	Neddyl block	Scp1 inh	Tb MetRS inh	STEP inh	CendR NRP1 mod	SKN-1 block	DNMT1 block	molecule
-0.3	6	4	i	3	0.2	1	-7	-10	7	O=C1Nc2ccccc2C1(O)c1ccccc1 (centres undefined)
1.1	0	-6	i	-3	-0.8	-2	20	-4	16	COc1ccc(/C=C2/CCCC(CN(C)C)C2=O)cc1 (centres undefined)
-0.3	1	11	i	-4	-0.2	-2	4	5	1	O=C(NCc1ccco1)c1ccccc1O
0.4	-4	-2	i	-4	-0.6	-1	-1	19	-3	CC(c1cccs1)N(C(=O)Nc1ccccc1)C1CCCCC1 (centres undefined)
-3.0	1	-1	i	-5	-0.8	-3	-3	15	0	Cc1ccc(NC(=O)c2cnccn2)cc1C
0.1	-1	1	i	2	-0.2	-2	18	3	0	CCn1c(=O)n(C)c2c(=O)n(C)c(=O)n(C)c21
-1.3	-3	0	i	-4	-0.3	-2	19	-1	1	O=S1(=O)C=CC(Nc2cccc(Cl)c2)C1 (centres undefined)
0.3	5	6	i	-4	0.0	7	-6	18	1	Cn1c(OCc2cccnc2)nc2c1c(=O)n(Cc1ccc(Br)cc1)c(=O)n2C
-0.6	-1	-3	i	-3	-0.2	-2	-24	-7	-3	CC(=O)N1CCC2(CC1)CC(=O)c1cc(Cl)ccc1O2
1.2	0	-3	i	-4	0.3	0	3	-6	0	COc1cccc(CC(NC(C)=O)C(=O)NC2CCN(S(=O)(=O)c3ccc(NC(C)=O)cc3)CC2)c1OC (centres undefined)
2.4	-6	-21	i	-5	0.1	3	12	9	0	N/C(=N\OC(=O)CCC1CCCC1)c1ccc([N+](=O)[O-])cc1
0.7	-3	4	i	-4	1.2	1	7	-1	-1	COCCCNC(=O)c1ccc(S(=O)(=O)c2ccc(Cl)cc2)c(NC(C)=O)c1
-0.9	1	-3	i	2	-0.2	-1	2	-12	-4	CSc1cc(C)n(-c2ccccc2)c(=S)c1C(C)=O
-1.1	4	-5	i	-3	-0.3	-2	1	7	1	CN(CCC#N)C(=O)COC(=O)c1ccc(CNS(=O)(=O)c2ccc(F)c(Cl)c2)cc1
0.2	-6	-7	i	-8	-0.6	4	3	-11	0	COc1ccc(C2CCCN2C(=S)Nc2ccccc2C)cc1OC (centres undefined)
-2.9	2	2	i	-11	0.3	1	-15	1	1	FC(F)Sc1nc2ccccc2[nH]1
2.2	-4	-1	i	-2	0.2	4	5	-8	9	CCc1ccc(NC(=S)N(Cc2ccccc2)Cc2ccccn2)cc1
0.5	1	-9	·	-2	-0.5	0	3	10	0	COc1cccc(/C=C/C(=O)OCC(=O)NC2CC2)c1
-0.9	-2	1	i	-3	-0.4	2	6	-3	2	CCn1cc(C(C)NC(=O)COc2ccc(Cl)cc2C)c(C)n1 (centres undefined)

# Compound activity as filed in PubChem.
